CXCR6 inh – CXCR6 (human) receptor inhibition; inhibition, % at 20 µM; CHO-K1 PathHunter CXCR6 beta-arrestin, luminescence; O00574; 0.36% of 360,000 active; in the data active = inhibition above about 34%, passing the limit was not always enough;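 note: antagonist mode with CXCL16 agonist at 10 nM final; 0% = 10 nM CXCL16 with DMSO and 100% = unstimulated wells without agonist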
Target sequence (O00574 whole entry, looked up): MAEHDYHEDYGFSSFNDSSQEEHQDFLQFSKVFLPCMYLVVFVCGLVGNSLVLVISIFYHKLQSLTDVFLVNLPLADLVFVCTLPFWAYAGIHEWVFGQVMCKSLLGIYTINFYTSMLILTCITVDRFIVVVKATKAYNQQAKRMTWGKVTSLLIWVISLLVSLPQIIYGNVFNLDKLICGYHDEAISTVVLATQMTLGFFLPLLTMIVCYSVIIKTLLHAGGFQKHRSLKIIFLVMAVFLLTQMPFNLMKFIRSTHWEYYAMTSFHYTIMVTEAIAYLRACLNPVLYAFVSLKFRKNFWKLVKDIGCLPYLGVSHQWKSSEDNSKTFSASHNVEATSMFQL
697 NFkB inh – inhibitors of the PMA/ionomycin-induced NF-kB reporter in 697 B cells; 697 B-cell NF-kB luciferase reporter, 16 h; inhibition, % at 4 µM; 0.33% of 330,000 active; AID 435022; in the data active = inhibition above about 35%
UPR CHOP act – activators of apoptotic arm of unfolded protein response (CHOP); CHO-CHOP luciferase reporter, UPR activation, luminescence; percent of tunicamycin response over DMSO baseline; AID 449763; activation, % at 10 µM; 0.34% of 330,000 active;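 active = at 10 µM dose, activation of 40% or more, normalized to positive control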;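 note: 100% = tunicamycin at 10 µg/mL and 0% = DMSO alone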
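Test system: CHO-CHOP cells, stable luciferase reporter of PERK-eIF2a-CHOP signalling | Quantity: 500 CHO-CHOP cells per well | Buffer or medium: F12 plus 10% serum | Compound dosing: 10 µM single point, 0.5% DMSO | Schedule: 6 h compound treatment, 37 °C | Signal: Luciferase luminescence | Control set: Tunicamycin high control, DMSO low control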
Mdm2-MdmX inh – inhibitors of human Mdm2/MdmX interaction. AID 485346. 3% of 330,000 active. inhibition, % at 8 µM. SaOS-2 split-luciferase Mdm2/MdmX complementation, luminescence;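 active = inhibition of at least 50% at 8 µM in the primary screen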
Jurkat NFkB inh – lowers PMA/ionomycin-induced NF-kB signal in Jurkat cells | PMA/ionomycin-induced NF-kB luciferase reporter, luminescence | inhibition, % at 4 µM | 0.53% of 330,000 active; in the data active = inhibition above about 50%
EBI2 antag – antagonists of human EBI2 receptor; P32249; EBI2 beta-arrestin recruitment, luminescence, 7a,25-OHC stimulated; inhibition, % at 5 µM; 0.81% of 360,000 active; AID 651636; in the data active = inhibition above about 38%;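 note: enzyme fragment complementation signal reports receptor beta-arrestin coupling in cells; 0% = agonist plus DMSO wells and 100% = wells without agonist; some results beyond the cut were filed as inactive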
Target sequence (P32249 whole entry, looked up, the tested form may be a part): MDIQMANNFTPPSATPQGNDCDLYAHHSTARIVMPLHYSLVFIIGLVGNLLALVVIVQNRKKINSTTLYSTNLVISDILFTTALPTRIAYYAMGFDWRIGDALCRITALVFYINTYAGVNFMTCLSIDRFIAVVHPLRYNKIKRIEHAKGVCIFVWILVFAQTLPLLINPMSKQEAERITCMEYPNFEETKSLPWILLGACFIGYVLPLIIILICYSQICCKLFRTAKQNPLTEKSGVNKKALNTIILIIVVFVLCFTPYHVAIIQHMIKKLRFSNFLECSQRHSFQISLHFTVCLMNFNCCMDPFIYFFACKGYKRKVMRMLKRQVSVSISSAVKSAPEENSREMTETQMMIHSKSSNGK
XBP1 UPR activ – activators of adaptive arm of unfolded protein response (XBP1); CHO-XBP1 luciferase reporter, IRE1-XBP1 UPR activation, luminescence; percent of tunicamycin response, DMSO as zero; activation, % at 20 µM; 0.33% of 330,000 active; AID 463104;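 active = versus positive control, 20 µM dose yields 30% or more activation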;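 note: 100% = tunicamycin at 10 µg/mL and 0% = DMSO only wells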
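Material: CHO-XBP1 cells stably carrying IRE1-XBP1-driven luciferase reporter | Medium: F12 with 10% serum | Compound dosing: 20 µM single concentration, DMSO 1% | Incubation: Overnight seeding at 37 °C, 6 h compound treatment at 37 °C | Detection: Steady-Glo luminescence read | Read-out basis: % activation of reporter signal versus tunicamycin and DMSO controls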
Gli-Sufu block – Gli-Sufu pathway antagonism; 0.74% of 340,000 active; AID 588413; inhibition, % at 5 µM; Sufu-KO-LIGHT fibroblasts, Gli luciferase reporter luminescence;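 active = inhibition above about 55%, limit read from the data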;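 note: 0% = DMSO-treated cells and 100% = wells with medium but no cells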
CCR6 antag – antagonists of human CCR6 receptor; P51684; CHO-K1 CCR6 PathHunter beta-arrestin, luminescence, CCL20-stimulated; inhibition, % at 20 µM; 0.49% of 340,000 active; AID 493098;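 active = compounds whose inhibition of the agonist-driven luminescence signal at 20 µM reaches about 50%, limit read from the data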;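 note: cells stimulated with CCL20 at 14 nM final; plate controls were DMSO with CCL20 for no effect and DMSO without agonist for full effect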
Numbers without * were called inactive; · = not tested or not shown.

[1] CC1SC(c2cccc(Cl)c2)NC1=O (configuration not stated)
[2] O=C(N/N=C/c1ccccc1O)c1ccncc1
[3] C=CCN(CC=C)C(=S)Nc1ccccc1
[4] COc1ccc(NC(=O)C2CCN(C(=O)NCc3ccccc3)CC2)cc1
[5] Cn1nc(-c2ccc(OCC(=O)Nc3cccnc3)cc2)c2ccccc2c1=O
[6] Cc1sc2nc(CSCC(=O)NC(C)(C)C)[nH]c(=O)c2c1C
[7] CC(C)CC(=O)NC(NC(=S)Nc1cccc2cccnc12)C(Cl)(Cl)Cl (configuration not stated)
[8] CC1CC(=O)N(c2ccc(Br)cc2)C(=O)C1

Assay by compound	1	2	3	4	5	6	7	8
CXCR6 inh	2	-12	2	1	-15	3	-1	-4
697 NFkB inh	-15	-37	3	-10	23	15	6	21
UPR CHOP act	0.0	-0.4	2.9	-0.3	0.5	-1.4	-1.0	-0.7
Mdm2-MdmX inh	-15	6	13	-8	64*	7	20	7
Jurkat NFkB inh	-16	-3	8	5	12	1	-14	4
EBI2 antag	-4	0	3	6	-8	-2	1	0
XBP1 UPR activ	0	-7	0	-2	-1	1	-1	-3
Gli-Sufu block	4	5	8	3	3	5	-2	-14
CCR6 antag	-3	4	12	12	-8	7	-16	-4

[9] COc1nnc(-c2ccc(N3CCOCC3)c(NC(=O)c3ccc(C)cc3)c2)c2ccccc12
[10] N#C/C(C(=O)c1ccccc1)=C1/CCCN1
[11] O=S(=O)(c1cccc(Cl)c1Cl)N1CCN(C(=S)NCCCN2CCOCC2)CC1
[12] COc1ccc(CCNC(=O)CSc2ccc(-c3ccco3)nn2)cc1
[13] O=C(C1CCC(CNS(=O)(=O)c2ccc(F)cc2)CC1)N1CCOCC1 (configuration not stated)
[14] CC[N+](CC)(CC)CC(=O)Nc1ccc(SC(F)F)cc1
[15] Cc1ccc(S(=O)(=O)N2CCN(C(=O)COC(=O)CC(C)c3ccccc3)CC2)c(C)c1 (configuration not stated)
[16] COc1ccc(-n2nc3c(c2NC(=O)c2cc(Br)ccc2Cl)CS(=O)C3)cc1 (configuration not stated)

Assay by compound	9	10	11	12	13	14	15	16
CXCR6 inh	2	-9	-4	-2	8	5	-4	-4
697 NFkB inh	-30	25	-11	-9	16	5	7	23
UPR CHOP act	-1.4	0.4	0.7	0.4	2.3	1.8	2.0	-0.5
Mdm2-MdmX inh	-18	11	-3	-23	25	-19	21	23
Jurkat NFkB inh	-6	17	-4	6	5	4	3	0
EBI2 antag	9	21	1	2	10	8	2	4
XBP1 UPR activ	0	0	-3	-1	-1	5	0	-1
Gli-Sufu block	-2	0	·	1	0	-3	-1	-1
CCR6 antag	-1	-2	6	8	6	-6	10	2

[17] COc1ccccc1NC(=S)NCCc1ccc(Cl)cc1
[18] CCOC(=O)C1CCN(C(=O)c2cc(C(C)(C)C)nn2Cc2ccccc2)CC1
[19] O=C(O)CCC(=O)Nc1ccccc1N1CCOCC1
[20] CS(=O)(=O)c1ccc2nc(NC(=O)C3CC3)sc2c1
[21] CC(=O)Nc1ccc(OCC(O)CN2CCN(c3ccccc3Cl)CC2)cc1 (configuration not stated)
[22] Cc1c(OC(C)C(=O)NC(Cc2c[nH]c3ccc(O)cc23)C(=O)O)ccc2c1oc(=O)c1ccccc12 (configuration not stated)
[23] N#Cc1c(-c2ccccc2Cl)cc(C2CC2)nc1N
[24] CCOC(=O)c1ccc2cccc(C)n2c1=O

Assay by compound	17	18	19	20	21	22	23	24
CXCR6 inh	9	-2	-2	-2	-4	1	2	5
697 NFkB inh	0	9	-6	-15	17	-3	-40	9
UPR CHOP act	0.1	0.5	-0.2	0.8	-1.2	-0.1	-1.5	-1.2
Mdm2-MdmX inh	32	17	1	22	2	-26	-37	14
Jurkat NFkB inh	-6	-4	2	-2	-2	6	9	-3
EBI2 antag	7	5	5	2	-2	-3	-6	-9
XBP1 UPR activ	-2	-5	-5	1	-1	-2	1	-1
Gli-Sufu block	2	2	5	-8	29	-15	11	-8
CCR6 antag	14	0	14	2	-3	-10	0	11

[25] Cc1ccc(F)cc1NC(=O)c1ccc2c(c1)OCO2
[26] COc1ccccc1OCC(=O)NNc1c2ccccc2nc2ccccc12
[27] COc1cccc(CNCc2ccccn2)c1OC
[28] CC(=O)Nc1nc(-c2ccc(Cl)cc2)ns1
[29] COc1ccc(N2CCN(C(=O)c3c(Cl)cnn3C)CC2)cc1
[30] Cc1ccc(C(=O)N/N=C(/CC(=O)c2cccs2)C(F)(F)F)cc1
[31] CCCC(=O)OCC(=O)c1[nH]c(C)c(C(C)=O)c1C
[32] CCCCn1c(-c2csc(CCC)c2)n[nH]c1=S

Assay by compound	25	26	27	28	29	30	31	32
CXCR6 inh	-2	5	3	1	4	12	-7	4
697 NFkB inh	15	-2	2	-97	-1	-45	11	·
UPR CHOP act	2.6	1.2	-1.1	3.8	0.5	2.0	7.8	·
Mdm2-MdmX inh	-1	14	7	-82	10	3	3	·
Jurkat NFkB inh	-4	17	-16	-62	-9	-9	-3	·
EBI2 antag	1	8	-3	-7	-7	4	0	1
XBP1 UPR activ	1	-1	2	0	2	1	4	·
Gli-Sufu block	-9	42	-1	-73	-4	9	-2	26
CCR6 antag	-2	11	-4	-2	13	24	2	1

[33] O=C(COc1ccc(Cl)cc1)NCCN1CCCC1
[34] Cc1ccnc(NC(=O)CCC(=O)N(CC(=O)NCc2ccccc2)Cc2ccco2)c1
[35] COc1ccc(N2C(=O)[C@@H]3C(c4cccnc4)=NO[C@@H]3C2=O)cc1
[36] CC(C)Cc1nnc(NC(=O)CCC(=O)N2CCN(c3ccccc3)CC2)s1
[37] CCOC(=O)Cc1csc(NC(=O)COc2ccc(C)cc2)n1
[38] CC(C)CNC(=O)COC(=O)c1ccccc1SCC(=O)NCC(C)C
[39] CN1CCN(C(=O)c2ccc3c(c2)NC(=O)C(C)(C)O3)CC1
[40] CCOc1ccc(CNC(=O)CCn2c(=O)oc3ccccc32)cc1

Assay by compound	33	34	35	36	37	38	39	40
CXCR6 inh	-3	-2	-8	1	2	-3	-2	-2
697 NFkB inh	7	-8	10	0	10	22	14	1
UPR CHOP act	-0.9	0.5	-0.4	-1.3	1.8	-1.6	-2.4	-0.2
Mdm2-MdmX inh	-15	25	12	24	-4	16	-30	15
Jurkat NFkB inh	8	-3	-3	3	3	-5	-2	-2
EBI2 antag	-2	-4	3	-9	10	-6	0	1
XBP1 UPR activ	-4	-5	-1	-3	-2	-3	1	2
Gli-Sufu block	11	-2	0	0	-5	0	4	3
CCR6 antag	7	10	1	1	4	6	-2	5

[41] CC(=O)N(c1cccc(Br)c1)c1nc(C)cc(C)c1C#N
[42] Cc1onc(-c2ccccc2)c1CNC(=O)C1COc2ccccc2O1 (configuration not stated)
[43] CC1=Nn2c(nnc2-c2ccccc2Cl)SC1
[44] CCOC(=O)C1=C(CN2CCc3ccccc32)NC(=O)NC1c1cccc([N+](=O)[O-])c1 (configuration not stated)
[45] Cc1ccc(C(=O)NCC(=O)NCC(=O)OCC(=O)c2ccc(F)cc2)cc1
[46] O=C(CCCC(=O)c1ccccc1)NCCc1ccccc1F
[47] COc1ccc(/C=C2\SC(=S)N(CCC(=O)Nc3cccc(O)c3)C2=O)cc1
[48] COC(=O)CCN(C1CCCCC1)S(=O)(=O)c1ccc(S(=O)(=O)NC2CCCCC2)cc1

Assay by compound	41	42	43	44	45	46	47	48
CXCR6 inh	-5	-4	-6	9	-5	5	0	7
697 NFkB inh	-1	6	-14	-28	-74	20	47*	-18
UPR CHOP act	0.4	-1.0	-0.1	-2.0	2.1	2.0	12	-3.0
Mdm2-MdmX inh	10	-5	14	16	-12	-8	9	-1
Jurkat NFkB inh	-1	14	8	2	2	3	0	12
EBI2 antag	-9	1	1	6	-5	2	26	-28
XBP1 UPR activ	-2	0	0	1	-1	-3	0	-1
Gli-Sufu block	6	4	-6	-5	-7	-1	-25	6
CCR6 antag	11	10	3	1	-9	9	23	16

Part of the list above, with each value named:
12) COc1ccc(CCNC(=O)CSc2ccc(-c3ccco3)nn2)cc1
  CXCR6 inh = -2
  697 NFkB inh = -9
  UPR CHOP act = 0.4
  Mdm2-MdmX inh = -23
  Jurkat NFkB inh = 6
  EBI2 antag = 2
  XBP1 UPR activ = -1
  Gli-Sufu block = 1
  CCR6 antag = 8
13) O=C(C1CCC(CNS(=O)(=O)c2ccc(F)cc2)CC1)N1CCOCC1 (configuration not stated)
  CXCR6 inh = 8
  697 NFkB inh = 16
  UPR CHOP act = 2.3
  Mdm2-MdmX inh = 25
  Jurkat NFkB inh = 5
  EBI2 antag = 10
  XBP1 UPR activ = -1
  Gli-Sufu block = 0
  CCR6 antag = 6
14) CC[N+](CC)(CC)CC(=O)Nc1ccc(SC(F)F)cc1
  CXCR6 inh = 5
  697 NFkB inh = 5
  UPR CHOP act = 1.8
  Mdm2-MdmX inh = -19
  Jurkat NFkB inh = 4
  EBI2 antag = 8
  XBP1 UPR activ = 5
  Gli-Sufu block = -3
  CCR6 antag = -6

Reformatted with values under each structure: entries from further up.
Below each compound – CXCR6 inh	697 NFkB inh	UPR CHOP act	Mdm2-MdmX inh	Jurkat NFkB inh	EBI2 antag	XBP1 UPR activ	Gli-Sufu block	CCR6 antag
35) COc1ccc(N2C(=O)[C@@H]3C(c4cccnc4)=NO[C@@H]3C2=O)cc1
 : -8	10	-0.4	12	-3	3	-1	0	1
36) CC(C)Cc1nnc(NC(=O)CCC(=O)N2CCN(c3ccccc3)CC2)s1
 : 1	0	-1.3	24	3	-9	-3	0	1
37) CCOC(=O)Cc1csc(NC(=O)COc2ccc(C)cc2)n1
 : 2	10	1.8	-4	3	10	-2	-5	4
38) CC(C)CNC(=O)COC(=O)c1ccccc1SCC(=O)NCC(C)C
 : -3	22	-1.6	16	-5	-6	-3	0	6
39) CN1CCN(C(=O)c2ccc3c(c2)NC(=O)C(C)(C)O3)CC1
 : -2	14	-2.4	-30	-2	0	1	4	-2
40) CCOc1ccc(CNC(=O)CCn2c(=O)oc3ccccc32)cc1
 : -2	1	-0.2	15	-2	1	2	3	5
41) CC(=O)N(c1cccc(Br)c1)c1nc(C)cc(C)c1C#N
 : -5	-1	0.4	10	-1	-9	-2	6	11
42) Cc1onc(-c2ccccc2)c1CNC(=O)C1COc2ccccc2O1 (configuration not stated)
 : -4	6	-1.0	-5	14	1	0	4	10
43) CC1=Nn2c(nnc2-c2ccccc2Cl)SC1
 : -6	-14	-0.1	14	8	1	0	-6	3
44) CCOC(=O)C1=C(CN2CCc3ccccc32)NC(=O)NC1c1cccc([N+](=O)[O-])c1 (configuration not stated)
 : 9	-28	-2.0	16	2	6	1	-5	1
45) Cc1ccc(C(=O)NCC(=O)NCC(=O)OCC(=O)c2ccc(F)cc2)cc1
 : -5	-74	2.1	-12	2	-5	-1	-7	-9

Bioassay records (PubChem)
